# Screening data deposited in PubChem BioAssay by several laboratories.
# NTR1 ag: agonists of NTR1, primary screen, imaging, U2OS cells, beta-arrestin-GFP, high content (AID 493036). hit rate 0.17% among 330,000. activation, % at 20 µM. P30989. NTR1-U2OS beta-arrestin-GFP spot imaging, agonist mode;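 active means activation at or above 40% of the spot to cytoplasm intensity ratio, with at least 20 cells analyzed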;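 further: 0% = DMSO without peptide and 100% = 100 nM NTR1 peptide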
# Target sequence (P30989 whole entry, looked up): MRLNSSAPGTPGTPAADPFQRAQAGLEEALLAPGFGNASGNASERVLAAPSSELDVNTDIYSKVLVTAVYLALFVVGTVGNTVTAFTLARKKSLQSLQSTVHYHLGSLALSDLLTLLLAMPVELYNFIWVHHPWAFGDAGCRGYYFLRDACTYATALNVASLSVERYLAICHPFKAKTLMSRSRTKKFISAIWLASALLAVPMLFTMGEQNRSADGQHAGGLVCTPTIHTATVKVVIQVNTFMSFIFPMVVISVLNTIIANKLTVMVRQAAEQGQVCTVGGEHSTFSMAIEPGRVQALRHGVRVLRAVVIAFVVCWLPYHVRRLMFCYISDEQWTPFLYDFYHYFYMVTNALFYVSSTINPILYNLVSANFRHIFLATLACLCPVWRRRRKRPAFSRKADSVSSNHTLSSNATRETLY
# MgcRacGAP inhibition: MgcRacGAP GTPase-activating activity inhibitors, confirmation, biochemical, ADP Hunter fluorescence | inhibition, % at 30 µM, or IC50 in µM where a hit was titrated | MgcRacGAP-stimulated Rac1 GTP hydrolysis, ADP Hunter fluorescence; higher % means a stronger effect; GST-tagged Rac1 F28L mutant substrate | AID 624330 | hit rate 0.6% among 340,000;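 active means first-screen hits whose inhibition reached a set limit at any dose in the follow-up dose series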;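 further: fluorescence reports GDP produced by GAP-driven GTP hydrolysis; strong numbers were not always called active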
# GPR55 beta-arrestin: GPR55 agonists via beta-arrestin recruitment, primary screen, imaging, U2OS cells, beta-arrestin-GFP redistribution (AID 1961). activation, % at 10 µM, or EC50 in µM where a hit was titrated. U2OS GPR55 beta-arrestin-GFP redistribution imaging; higher % means a stronger effect. hit rate 0.048% among 290,000;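 active means activation above 40% with more than 50 cells counted in the well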;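 further: U2OS osteosarcoma cells stably expressing GPR55 and beta-arrestin-GFP; plate controls were DMSO negative control for no effect and LPI positive control for full effect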
# KOR beta-arrestin-1: KOR agonists, beta-arrestin recruitment, primary screen, cell-based, luminescence, uHTS (AID 1777); KOR beta-arrestin recruitment, luminescence; higher % means a stronger effect; activation, % at 10 µM, or EC50 in µM where a hit was titrated; hit rate 0.02% among 280,000; in the data active means activation above about 50%, passing the limit was not always enough; further: a part of the inactive calls stands beside numbers as strong as those of hits
# K1F lysis inhibition: protection from phage-mediated lysis, alamar blue read-out – E. coli UTI89, K1F phage, bacterial capsule biogenesis inhibitors (AID 488966) | E. coli UTI89 K1F phage lysis, alamar blue, 2 h; higher % means a stronger effect | hit rate 0.02% among 340,000 | one-dose inhibition, % at 100 µM; IC50 in µM for titrated hits;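 active means phage lysis inhibition, versus mean bacterial control, above a set limit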;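 further: capsule biogenesis inhibitors block K1F phage lysis so surviving cells raise fluorescence; higher fluorescence means more inhibition of phage lysis; actives were called in the ten point dose series up to 300 µM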
# GPR55 LPI antagonism: inhibition of LPI-stimulated GPR55 beta-arrestin translocation – imaging, U2OS, beta-arrestin-GFP, LPI agonist, primary screen (AID 2013). inhibition, % at 10 µM, or IC50 in µM where a hit was titrated. U2OS GPR55 beta-arrestin-GFP translocation imaging, LPI antagonism; higher % means a stronger effect. hit rate 0.13% among 290,000;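 active means spots per cell inhibited over 60%, with over 100 cells counted and total cytoplasm intensity under 500,000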;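 further: U2OS cells stably carrying GPR55 and arrestin-GFP stimulated by 5 µM LPI near EC80; imaged beta-arrestin-GFP aggregate spots per cell after agonist stimulation; plate controls were LPI-stimulated DMSO wells for no effect and DMSO wells without LPI for full effect; some results filed as inactive read as strong as hits; confirmed hits need IC50 under 10 µM and bright autofluorescent wells are also inconclusive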
# NOD1 NF-kB reporter: NOD1 signaling inhibitors, primary screen, cell-based, luminescence, uHTS (AID 1578); NOD1-driven NF-kB luciferase reporter cells, luminescence; higher % means a stronger effect; inhibition, % at 4 µM; hits with a dose series show EC50 in µM; hit rate 1% among 290,000; in the data active means inhibition mostly above about 36%, no sharp cut-off; inactive means mostly below about 34%;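 further: HEK-293T reporter cells stimulated with the NOD1 agonist gamma-tri-DAP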
# KOR beta-arrestin-2: kappa opioid receptor blockers – cell-based, luminescence, uHTS (AID 1778) | KOR beta-arrestin recruitment, luminescence, antagonist mode; higher % means a stronger effect | inhibition, % at 10 µM; hits with a dose series show IC50 in µM | hit rate 0.091% among 290,000; in the data active means inhibition above about 50%; further: strong numbers were not always called active
# GPR35 arrestin U2OS: inhibition of zaprinast-stimulated GPR35 beta-arrestin translocation – imaging, U2OS, beta-arrestin-GFP, zaprinast agonist, primary screen (AID 2058); U2OS GPR35 beta-arrestin-GFP translocation imaging, zaprinast antagonism; higher % means a stronger effect; inhibition, % at 10 µM; hits with a dose series show IC50 in µM; hit rate 0.052% among 290,000;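 active means inhibition of at least 50% with at least 30 cells and total cytoplasm GFP at most 10,000,000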
# NTR1 ag cell count 20 µM: further read-out of NTR1 ag, marked with its call; cell count; measured here: cell count, cytotoxicity flag
# An asterisk follows results filed as active; · = no result given; [ ] = remark or other dose.
Molecule	NTR1 ag	NTR1 ag cell count 20 µM	MgcRacGAP inhibition	GPR55 beta-arrestin	KOR beta-arrestin-1	K1F lysis inhibition	GPR55 LPI antagonism	NOD1 NF-kB reporter	KOR beta-arrestin-2	GPR35 arrestin U2OS
COc1ccc2[nH]cc(CCNC(=O)COc3ccc4ccc(=O)oc4c3)c2c1	0.1	87	6.3%	-0.2%	-1.6%	3.0%	-7.7%	-21.3%	8.4%[20 µM]	-20.9%
CC(=O)O[C@]1(C(C)=O)CC[C@H]2[C@@H]3C=C(Cl)C4=CC(=O)CC[C@]4(C)[C@H]3CC[C@@]21C	0.8	76	-10.7%	0.1%	6.2%	-1.9%	29.4%	29.4%	-31.6%	-3.9%
O=C(Cc1ccccc1)Nc1nc2ccccc2[nH]1	-1.0	42	12.0%	-0.1%	-2.2%	0.0%	3.2%	-86.3%	2.9%	10.1%
Cc1nnc(SCC(=O)c2cc(C)n(-c3c(C)n(C)n(-c4ccccc4)c3=O)c2C)s1	-1.6	48	2.4%	0.3%	-1.5%	1.9%	3.7%	-14.3%	-9.0%	-0.6%
N=C(N)CCCOc1ccccc1-c1ccccc1	0.3	46	7.8%	0.2%	16.1%	2.1%[50 µM]	9.7%	-8.5%	8.1%	-12.6%
Cc1noc(/C=C/N(C)C)c1S(=O)(=O)N1CCCC(C(=O)Nc2ccc(F)cc2F)C1 (stereo not drawn)	2.7	53	8.9%	-0.2%	-4.1%	0.3%	7.1%	-2.3%	35.2%	-0.2%
COc1ccccc1CC(=O)Nc1cccc2ccccc12	-0.6	66	15.8%	-0.1%	4.8%	-0.6%	16.1%	-35.4%	-9.1%	-8.2%
Cc1c(C(=O)Nc2cccc(S(=O)(=O)N3CCCC3)c2)oc2ccccc12	3.2	71	1.4%	-0.1%	-5.0%	0.2%	9.8%	4.7%	4.4%	-3.9%
CCCCN(Cc1ccccc1)C(=O)C1CCN(S(=O)(=O)c2c(C)noc2C)CC1	-0.4	47	1.1%	-0.1%	-5.6%	1.4%	0.1%	1.8%	-39.6%	-11.8%
Nc1cnccc1C(=O)O	-0.8	44	-0.4%	-0.3%	0.1%	-1.6%	1.8%	-11.3%	-9.0%	12.6%

# Random excerpt: 2 entries already listed.
Molecule	NTR1 ag	NTR1 ag cell count 20 µM	MgcRacGAP inhibition	GPR55 beta-arrestin	KOR beta-arrestin-1	K1F lysis inhibition	GPR55 LPI antagonism	NOD1 NF-kB reporter	KOR beta-arrestin-2	GPR35 arrestin U2OS
O=C(Cc1ccccc1)Nc1nc2ccccc2[nH]1	-1.0	42	12.0%	-0.1%	-2.2%	0.0%	3.2%	-86.3%	2.9%	10.1%
Cc1noc(/C=C/N(C)C)c1S(=O)(=O)N1CCCC(C(=O)Nc2ccc(F)cc2F)C1 (stereo not drawn)	2.7	53	8.9%	-0.2%	-4.1%	0.3%	7.1%	-2.3%	35.2%	-0.2%

# (more compounds)
Molecule	NTR1 ag	NTR1 ag cell count 20 µM	MgcRacGAP inhibition	GPR55 beta-arrestin	KOR beta-arrestin-1	K1F lysis inhibition	GPR55 LPI antagonism	NOD1 NF-kB reporter	KOR beta-arrestin-2	GPR35 arrestin U2OS
C=CCNC(=S)N/N=C(\C)c1cc(OC)c(OC)c(OC)c1	1.4	59	8.8%	0.3%	-1.3%	2.4%	-5.9%	-18.0%	-7.2%	-6.1%
Cc1nn(CC(C)C)c(Cl)c1C(=O)N(c1ccc(Cl)cc1F)S(C)(=O)=O	0.6	62	5.0%	-0.2%	-2.6%	0.1%	-11.0%	-23.7%	-23.8%	2.4%
COC(=O)c1ccc2c(c1)nc(C)n2CCO	-1.7	63	4.9%	-0.2%	-3.9%	-0.6%	10.0%	-2.3%	24.9%	-1.3%
CCC(c1nnnn1C1CCCC1)N1CCN(c2ccccc2)CC1 (stereo not drawn)	-1.5	46	10.8%	-0.1%	1.2%	0.2%	10.1%	·	-7.9%	17.4%
COc1ccccc1C(=O)NC(C)c1ccccc1 (stereo not drawn)	-1.0	55	11.5%	-0.1%	-1.7%	0.1%	-7.2%	-9.9%	-8.6%	-2.0%
COc1ccc(C(C)=O)cc1COC(=O)c1cc(=O)c2ccccc2o1	-0.6	43	-3.7%	0.3%	6.6%	0.1%	-8.8%	22.4%	-32.9%	2.5%
CCN(C(=O)c1cc(Cl)ccc1OC)C1CCCCC1	0.1	78	3.5%	0.0%	-2.5%	0.6%	8.3%	-10.1%	13.0%	-7.4%
CCc1nc2ccccc2c(C(=O)OCC(=O)NCc2ccc3c(c2)OCO3)c1C	4.9	73	4.8%	0.1%	1.6%	2.5%	18.1%	-8.1%	-3.5%	-1.3%
C/C(CC(=O)Nc1cc(Cl)ccc1C)=N\NC(=O)C(=O)N1CCCC1	-0.4	61	8.4%	-0.2%	-3.0%	0.1%	-18.0%	5.2%	44.1%	13.1%
CC1=C(C(N)=O)C(c2ccco2)C(C(N)=O)=C(C)N1	-1.0	58	9.4%	0.3%	1.6%	3.8%	2.0%	-4.7%	10.4%	24.0%
CCCc1ccc(OC(=O)c2cccs2)cc1	1.4	57	5.6%	-0.2%	21.1%	2.8%	1.0%	2.5%	-10.6%	17.7%
CCOC(=O)C1=C(C)NC2=C(C(=O)C(C(=O)OCC)C(c3ccco3)C2)C1c1ccccn1 (stereo not drawn)	0.7	65	4.7%	-0.1%	-2.8%	0.6%	-3.9%	-32.3%	30.1%	7.9%
Cc1cccc(CCNS(=O)(=O)c2ccc3c(c2)NC(=O)CO3)c1	-1.8	59	11.7%	-0.1%	-4.1%	0.0%	14.8%	-1.5%	-0.8%	-7.7%
COc1cccc(-c2cc(C(=O)N/N=C/c3ccc(OC)c(COC(C)=O)c3)c3ccccc3n2)c1	1.9	53	10.7%	-0.1%	2.7%	0.2%	-2.3%	5.0%	-4.9%	-5.4%
O=C(O)CC(NC(=O)OCc1ccccc1)c1ccc(Br)cc1 (stereo not drawn)	-0.5	61	8.2%	0.5%	-1.7%	3.0%	6.9%	-15.8%	-23.2%	4.2%
NS(=O)(=O)c1ccc(NC(=S)NCc2ccc3c(c2)OCO3)cc1	1.6	28	-1.6%	-0.2%	-1.3%	-1.1%	-9.6%	-18.1%	7.5%[20 µM]	6.2%
CCOCCCNC(=S)N1C2CCC1CC(NC(=O)NC1CCCCC1)C2 (stereo not drawn)	2.8	38	3.3%	0.3%	-0.5%	5.1%	-0.3%	0.6%	5.5%	-17.9%
COc1ccc(C(=O)Nc2ccc(NC(=O)C3CCCCC3)nc2)cc1	0.1	49	10.6%	0.3%	-2.0%	-0.1%	-17.8%	-24.1%	-8.7%	-1.3%
COc1ccc(C(=O)NCC(=O)OCC(=O)c2cc(OC)c(OC)c(OC)c2)cc1OC	3.8	73	8.1%	0.2%	-0.9%	0.0%	-7.1%	-20.2%	-6.5%	-2.7%
COc1ccc(C2C(C#N)=C(N)OC3=C2C(=O)CCC3)cc1OC (stereo not drawn)	-0.7	39	4.8%	0.0%	-4.1%	1.3%	7.7%	-23.8%	-6.4%[20 µM]	9.2%
COc1ccc(N(C(=O)c2ccco2)C(C(=O)NC2CCCC2)c2ccncc2)cc1OC (stereo not drawn)	1.5	47	7.7%	0.5%	0.1%	0.4%	-2.3%	-41.0%	3.4%	-0.5%
COc1ccccc1OCc1nc(C#N)c(N2CC(C)CC(C)C2)o1 (stereo not drawn)	-1.9	100	8.1%	-0.2%	-0.3%	0.0%	-0.6%	9.8%	12.9%	10.0%
CCOc1cc(C2C(C(=O)N3CCCCC3)=C(C)NC3=C2C(=O)CCC3)cc(Br)c1O (stereo not drawn)	-0.7	54	-6.5%	-0.2%	-5.5%	4.7%	2.9%	0.0%	-65.8%	7.8%
O=c1c2ccccc2nnn1Cc1ccc(Br)cc1	1.6	58	0.3%	-0.1%	0.1%	0.3%	-13.3%	31.0%	-60.3%[20 µM]	-21.3%
Cc1ccc([N+](=O)[O-])cc1NC(=O)C(C)N1CCCCC1 (stereo not drawn)	1.8	54	8.0%	-0.6%	1.6%	0.1%	6.0%	-27.9%	-19.3%	-1.3%
O=C1NCCCC1C(=O)N1CCN(C(=O)c2ccco2)CC1 (stereo not drawn)	0.0	38	9.1%	0.2%	-3.7%	-0.2%	9.3%	-6.9%	-13.1%	-4.8%
CCOC(=O)C(C(=O)OCC)N(C#N)c1nc(OC)nc(N(C)C)n1	-1.5	48	9.2%	-0.2%	1.5%	0.2%	2.6%	9.1%	-18.4%	8.0%
CCCCN(C(=O)CSc1cc(C)c2ccccc2n1)c1c(N)n(Cc2ccccc2)c(=O)[nH]c1=O	3.4	70	-2.5%	-0.2%	5.4%	1.0%[50 µM]	-4.0%	-19.2%	21.9%	8.2%
CC(=O)Oc1ccccc1C1C[C@]2(C)CC(=O)NC2N1C(C)=O (stereo partly drawn)	0.4	69	0.9%	0.0%	2.0%	0.4%	7.9%	-27.8%	-23.9%	1.2%
O=C(NC1CCCCC1)c1ccccc1NC(=S)NC(=O)C1CC1	-0.9	56	0.0%	0.3%	0.5%	4.6%	-0.6%	-30.4%	-33.0%	14.1%
Cc1cccc(C(=O)Nc2cccc(C(=O)N/N=C/c3cccc(C)n3)c2)c1	0.0	96	13.9%	-0.1%	-7.7%	-0.1%	-2.4%	-4.9%	12.7%	-12.2%
Cc1ccnn1CCC(=O)N1CCCC(CCC(=O)NCc2ccccc2F)C1 (stereo not drawn)	0.5	35	2.6%	0.0%	-1.8%	-0.2%	-3.5%	-28.2%	-10.0%[20 µM]	8.1%
CC(C)(C)OC(=O)N1CCC2(CC1)C(C#N)=C(N)OC1=C2C(=O)CCC1	-1.2	55	-9.7%	-0.5%	-3.5%	0.0%	-7.1%	-34.1%	-8.8%	-5.9%
Cn1c(/C=N/NC(=O)c2ccccc2)nc2ccccc21	2.5	49	4.4%	-0.1%	-1.9%	3.1%[50 µM]	4.8%	17.3%	-1.9%	6.0%
CCOC(=O)c1sc2nccc(N(C)C)c2c1N=CNOCc1ccccc1	9.4	59	2.0%	-0.1%	0.6%	0.3%	-6.9%	3.6%	-21.3%	11.3%
O=C(NC(=S)NCCOCc1ccc(Cl)cc1)c1cccnc1	1.7	49	2.3%	0.1%	-2.3%	3.7%	1.0%	-6.4%	·	-7.7%
CC(C)C(C)NC(=O)COC(=O)c1cccc(C(=O)OCC(=O)NC(C)C(C)C)n1 (stereo not drawn)	0.1	28	1.6%	-0.1%	-1.7%	-0.4%	4.5%	-37.1%	-4.5%	-7.6%
CCn1c(=O)c(C(=O)CN2CCN(S(=O)(=O)c3ccccc3)CC2)c(N)n(Cc2ccccc2)c1=O	1.1	81	2.1%	-0.2%	9.6%	0.0%	12.9%	-34.1%	-19.7%	3.1%

# This is a subset; rates above refer to the full screens.
